iPSC survival up: increases survival of single human iPS cells | survival enhancement, % at 20 µM | hiPSC single-cell survival, ATPlite luminescence; 100% = ROCK inhibitor wells, 0% = DMSO | AID 602274 | 0.044% of 360,000 active; in the data active means survival enhancement above about 18%;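 further: cells exposed to compounds for 16 hours before the ATP read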
NR2E3 ag-1: activates human photoreceptor nuclear receptor NR2E3. AID 2300. inhibition of corepressor binding, % at 4.78 µM. GST-NR2E3/biotin-RetCOR TR-FRET, 1536-well. 0.12% of 320,000 active;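 active means percent inhibition above the cutoff of mean plus 3 SD of all tested compounds, set per screening campaign, cut at about 20% in these data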;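 further: 0% = DMSO wells and 100% = biotin wells as full block of FRET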
Target sequence (Q9Y5X4 whole entry, looked up): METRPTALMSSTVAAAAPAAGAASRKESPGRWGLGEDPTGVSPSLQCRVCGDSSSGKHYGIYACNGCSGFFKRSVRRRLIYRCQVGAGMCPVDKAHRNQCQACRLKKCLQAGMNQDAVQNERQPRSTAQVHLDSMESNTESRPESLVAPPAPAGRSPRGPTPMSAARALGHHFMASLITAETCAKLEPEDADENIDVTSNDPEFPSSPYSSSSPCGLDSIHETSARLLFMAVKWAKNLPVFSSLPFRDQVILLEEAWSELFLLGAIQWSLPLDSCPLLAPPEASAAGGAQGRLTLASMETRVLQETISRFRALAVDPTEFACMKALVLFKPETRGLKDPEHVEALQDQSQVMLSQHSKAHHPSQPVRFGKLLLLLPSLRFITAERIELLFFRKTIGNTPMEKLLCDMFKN
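Test system – NR2E3–RetCOR corepressor complex · Quantity – NR2E3 fusion 1.35 nM · Buffer or medium – Tris pH 7.5 · Incubation – Compound–protein incubation for 5 h at 4 °C · Technique – TR-FRET, Eu(K)-anti-GST donor, streptavidin-D2 acceptor, ex 340, em 617/671 nm · Evaluation – percent inhibition of 671/617 nm emission ratio versus biotin and DMSO controls · Plate – 1536-well format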
KKLEB tox: CF airway cell cytotoxicity counter-screen. KKLEB CF airway cells viability, ATPlite luminescence, overnight; active compounds read low; cells stimulated with P. aeruginosa culture filtrate. 0.36% of 360,000 active. AID 602141. activity change (cytotoxicity), % at 5 µM;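 active means corrected activity change at or below -50% at 5 µM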
CF NFkB block: cystic fibrosis NF-kB activation inhibition | KKLEB NF-kB-GFP reporter, PAF-induced, GFP fluorescence overnight | inhibition, % at 5 µM | 0.86% of 360,000 active;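 active means at least 50% inhibition at 5 µM, scaled per plate between neutral and stimulator controls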;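 further: PAF is a Pseudomonas aeruginosa culture filtrate used as stimulus; plate controls were PAF-stimulated DMSO wells for no effect and unstimulated DMSO wells for full effect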
MITF TRPM1 inh: reduces MITF-dependent TRPM1 promoter luciferase signal; SK-MEL-5 TRPM1 promoter luciferase, 24 h; inhibition, % at 12.5 µM; 0.83% of 330,000 active;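 active means mean inhibition across replicates of 60% or more, whatever share of single replicates reaches that level; inconclusive means some that reach 60%, reason not given; inactive means mean inhibition across replicates below 60%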; further: values of inactives mirror those of a sister screen read the other way
HIF-2a inh: blocks HIF-2a reporter activity. 786-0 RCC cells HIF-2a reporter, luciferase luminescence, overnight. inhibition, % at 18.8 µM. 0.72% of 360,000 active. AID 624352;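 active means inhibition of the luminescence signal of 40% or more relative to plate controls, in a single-dose primary screen at 18.75 µM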
EBV LMP1 NFkB: inhibitors of Epstein-Barr LMP1-induced NF-kappaB reporter; LMP1-induced NF-kappaB luciferase reporter cells, luminescence; inhibition, % at 12.5 µM; 0.69% of 350,000 active; in the data active means inhibition above about 41%; inconclusive means no clear call, values can overlap the other calls;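 further: 0% = neutral control wells and 100% = reference inhibitor control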
Peg3 prom inh: Peg3 promoter activity inhibition. 1.7% of 360,000 active. inhibition, % at 20 µM. HeLa PEG-Prom luciferase reporter, luminescence, overnight;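 active means inhibition of at least 50% at 20 µM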
TRAIL sens C8: caspase-8 TRAIL sensitization | NB7+C8 cells + TRAIL, ATPlite viability luminescence | inhibition (viability loss, TRAIL sensitization), % at 10 µM | 1% of 360,000 active;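 active means compounds causing at least 50% loss of cell viability in the single-dose screen, relative to plate controls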
NR2E3 ag-2: agonists of human NR2E3 nuclear receptor | Q9Y5X4 | AID 602229 | CHO-S Gal4-NCOR/VP16-NR2E3 two-hybrid, luciferase | 0.35% of 360,000 active | inhibition of corepressor binding, % at 3.98 µM;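 active means inhibition above the mean of all tested compounds plus 3 SD, cut at about 70% in these data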;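 further: 0% = DMSO with NR2E3 transfected cells and 100% = cells lacking NR2E3 construct; higher means lower luciferase signal from less NR2E3 corepressor binding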
Shn3 3UTR inh: Schnurri-3 reporter inhibition in Clone20 osteoblasts. Clone20 osteoblast Shn3 3'UTR firefly luciferase, 24 h. inhibition, % at 12.5 µM. 0.52% of 360,000 active. AID 588674;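 active means mean inhibition of at least 75% with every replicate also reaching 75%; inconclusive means mean inhibition at least 75% but some replicate below; inactive means mean inhibition below 75%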;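 further: 0% = median of neutral control wells and 100% = pilot-screen positive control compound; some compounds past the cut are filed as inactive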
Starred values were filed as active, the others as inactive; ? = inconclusive; / = no result given.

SMILES | iPSC survival up | NR2E3 ag-1 | KKLEB tox | CF NFkB block | MITF TRPM1 inh | HIF-2a inh | EBV LMP1 NFkB | Peg3 prom inh | TRAIL sens C8 | NR2E3 ag-2 | Shn3 3UTR inh
O=C(OC(C(=O)Nc1cccc(C(F)(F)F)c1)c1ccccc1)C1CCCCC1 (centres undefined) | -0.5 | 0 | 18 | -3 | -1 | 2 | 8 | 25 | 8 | 12 | 3
CSc1ccc2[nH]c(=O)cc(C)c2c1 | -0.4 | 2 | -3 | 11 | 24 | 10 | 4 | 19 | -5 | -27 | -10
COc1cc(CNC2CCCCCC2)cc(OC)c1O | -0.4 | 2 | -2 | 1 | -11 | 1 | 2 | -14 | -29 | -14 | -11
Cc1cc(=O)oc2cc(NC(=O)Cc3ccccc3)ccc12 | -0.1 | 2 | 2 | -11 | -46 | -75 | -7 | -153 | 4 | -54 | -63
Cc1ccc(OCc2nc3ccccc3[nH]2)cc1 | -3.1 | -2 | 2 | -13 | -19 | -211 | -3 | -232 | 30 | -89 | -74
CC1CCCN(S(=O)(=O)c2ccc3[nH]c4c(c3c2)CCCC4)C1 (centres undefined) | 0.1 | 3 | -3 | 21 | 15 | 15 | -11 | 33 | 13 | 5 | 38
O=C(COc1ccc2ccccc2c1Br)N1CCCCC1 | 1.2 | 4 | -8 | -5 | -46 | -227 | -22 | -272 | 21 | -76 | -92
O=C(Cc1n[nH]c(=O)c2ccccc12)N/N=C/c1cc2c(cc1Cl)OCO2 | 0.2 | -1 | -2 | -12 | 4 | 4 | -7 | -2 | 0 | 3 | 25
Cc1ccc(S(=O)(=O)N2CCOCC2)c2nsnc12 | 1.0 | 1 | -2 | 8 | 3 | 14 | -1 | 4 | -5 | 3 | 1
COc1cccc(-c2ccc3ncnc(NCc4cc(C)cs4)c3c2)c1 | -1.6 | 2 | 4 | 71* | -1 | 12 | 33 | 24 | -1 | -34 | -5
CCC(NC(=O)c1cccc(Cn2nc(C)c([N+](=O)[O-])c2C)c1)c1ccc(C(C)C)cc1 (centres undefined) | -2.0 | -2 | -10 | 21 | -1 | 11 | 7 | 5 | 4 | 22 | -15
CCN(CC)C(=O)CSc1nc2c(c(-c3cccnc3)c1C#N)CCCC2 | 0.9 | -1 | -6 | -6 | 12 | 16 | 2 | 13 | -14 | -12 | 17

The final 3 compounds of the section above lead into the next.
SMILES | iPSC survival up | NR2E3 ag-1 | KKLEB tox | CF NFkB block | MITF TRPM1 inh | HIF-2a inh | EBV LMP1 NFkB | Peg3 prom inh | TRAIL sens C8 | NR2E3 ag-2 | Shn3 3UTR inh
COc1cccc(-c2ccc3ncnc(NCc4cc(C)cs4)c3c2)c1 | -1.6 | 2 | 4 | 71* | -1 | 12 | 33 | 24 | -1 | -34 | -5
CCC(NC(=O)c1cccc(Cn2nc(C)c([N+](=O)[O-])c2C)c1)c1ccc(C(C)C)cc1 (centres undefined) | -2.0 | -2 | -10 | 21 | -1 | 11 | 7 | 5 | 4 | 22 | -15
CCN(CC)C(=O)CSc1nc2c(c(-c3cccnc3)c1C#N)CCCC2 | 0.9 | -1 | -6 | -6 | 12 | 16 | 2 | 13 | -14 | -12 | 17
O=C(OCC#CCSc1nnc(-c2cccc3ccccc23)o1)c1cc2ccccc2o1 | -1.0 | / | 6 | -12 | -5 | -62 | 2 | -49 | 18 | -15 | -10
CCOc1ccc(N(CC)S(=O)(=O)c2ccc3c(c2)oc(=O)n3C)cc1 | 2.6 | -5 | -10 | 2 | 0 | -3 | 4 | 26 | -8 | -3 | 2
Cc1cc(C)cc(N2C(=O)C3NN=C(C(=O)OCc4ccccc4)C3C2=O)c1 (centres undefined) | -1.3 | 2 | 12 | -12 | 3 | 10 | -5 | 3 | 0 | -16 | -44
CNC1(c2nnnn2-c2c(C)cccc2C)CCOC(C)(C)C1 (centres undefined) | -0.3 | -4 | 9 | -14 | -1 | 7 | 25 | 7 | -6 | 3 | -13
CC(=O)c1cccc(N(C(=O)c2ccco2)C(C(=O)NC2CCCC2)c2ccccc2F)c1 (centres undefined) | -0.4 | 2 | 17 | -21 | 10 | 12 | -4 | -1 | 3 | -21 | 4
O=C(NC1CCCc2ccccc21)C1CCN(S(=O)(=O)c2cccc3nonc23)CC1 (centres undefined) | -1.5 | 4 | -4 | 4 | 2 | -3 | 4 | 11 | -16 | -10 | -13
CCOc1ccc2[nH]c(=O)c(CN(CCN3CCOCC3)Cc3nnnn3C(C)(C)CC)cc2c1 | -1.9 | 1 | 1 | 12 | 0 | 1 | 0 | -3 | 12 | -6 | 7
Cc1cccc(OCC(=O)NNC(=O)Nc2cccc(Cl)c2)c1C | -1.2 | 0 | 2 | 21 | 11 | 24 | 1 | 13 | -8 | -10 | 0
COc1cccc(/C(C)=N/N=C(\C)c2cccc(OC)c2)c1 | -0.1 | / | 2 | 1 | -97 | -264 | -51 | -320 | -21 | -13 | -108
Cc1oc2cc3oc(=O)c(CCC(=O)NCCCn4ccnc4)c(C)c3cc2c1C | -1.3 | 0 | -11 | 12 | 19 | -80 | 2 | -67 | 10 | 39 | 36
CC(C)(C)c1cc(C(=O)NCCCn2ccnc2)cc(C(C)(C)C)c1 | -0.4 | 0 | -11 | 13 | 1 | 21 | 0 | 23 | -6 | -2 | 11
CCOC(=O)CN1C(=O)N[C@@H](c2cccc(C(F)(F)F)c2)[C@H](C(C)=O)[C@H]1C | -2.7 | -2 | 2 | -21 | -4 | 8 | 9 | 5 | 14 | 7 | -2
Cc1cc(F)ccc1S(=O)(=O)Nc1ccccc1C(=O)Nc1ccccc1-c1nc2ccccc2[nH]1 | -0.1 | 0 | -59* | 74* | ? | 3 | -18 | 96* | 26 | -9 | 91*
COC(=O)C(NC(=O)C(NC(=O)c1ccccc1)C(C)C)C(C)C (centres undefined) | 1.0 | 2 | -2 | 9 | 5 | 22 | -5 | 6 | -11 | 2 | -3
COc1ccc(-c2cnn3c(N)c(S(=O)(=O)C(C)(C)C)cnc23)cc1 | -1.2 | 4 | -8 | 10 | -16 | -41 | -3 | -39 | 0 | -5 | -12
COc1ccc(NC(=O)NCc2ccco2)c(OC)c1 | 0.0 | -3 | 8 | 22 | 10 | -1 | 11 | 4 | -3 | -26 | -30
Cc1[nH]c(=O)nc2c1CCC2 | 0.4 | 3 | 13 | -9 | -3 | 24 | -50 | 13 | -2 | -16 | 12
NC(=O)CC(NC(=O)c1ccc(Br)cc1)c1ccc(N2CCCCCC2)c([N+](=O)[O-])c1 (centres undefined) | 0.9 | 0 | -11 | 13 | -31 | -13 | 17 | 7 | -9 | 48 | 89*
CSc1ccccc1NC(=S)NCc1ccc(Cl)cc1 | 0.0 | -3 | -15 | 10 | -7 | -216 | -12 | -165 | -3 | -36 | -68
CS(=O)(=O)N1CCN(C(=O)COc2ccc3ccccc3c2)CC1 | 0.8 | -1 | 8 | -10 | -11 | 10 | -5 | -2 | -1 | -46 | -8
O=c1c2cc(N3CCOCC3)ccc2[nH]c(=S)n1CCc1ccccc1 | 0.5 | -1 | 4 | -1 | -32 | -107 | 2 | -78 | -13 | -31 | -9
CC1CC(=O)Nc2ccccc2N1C(=O)CSc1nnnn1C(C)C (centres undefined) | -0.4 | 1 | 2 | -25 | 5 | 2 | -1 | -2 | 6 | 13 | -5
O=C(Cn1cc(S(=O)(=O)Cc2ccc([N+](=O)[O-])cc2)c2ccccc21)N1CCOCC1 | 0.2 | 2 | 19 | -26 | 11 | -3 | 4 | 4 | -16 | -15 | -7
COc1ccccc1C(=O)Nc1nsc(-c2ccccc2)n1 | -0.6 | -3 | -7 | -4 | -90 | -372 | -18 | -361 | 27 | -91 | -75
CCOc1cc(CNCCc2ccccc2)ccc1OCC(=O)NC(C)(C)C | 2.6 | -3 | -15 | 13 | 0 | 16 | -1 | 17 | -2 | 1 | -19
Fc1ccc(-n2nnc(-c3ccccc3)n2)cc1 | 0.1 | / | 12 | -4 | -6 | 3 | -5 | 10 | 1 | 6 | -21
CCOC(=O)N1CCN(CC(O)COCc2ccccc2)CC1 (centres undefined) | -1.1 | -1 | 0 | 6 | 5 | 14 | -9 | 12 | -8 | -10 | -26
COc1ccc(N(CC(=O)NC(C)c2ccccc2)S(=O)(=O)c2c(C)noc2C)cc1 (centres undefined) | -0.1 | 0 | -4 | -12 | 2 | 8 | -4 | 6 | -15 | 12 | 3
CC[C@@]1(C(=O)OC)N[C@H](CN(C)S(=O)(=O)c2ccc(OC)cc2)[C@@H]2C(=O)N(C)C(=O)[C@@H]21 | -0.5 | / | 6 | -12 | -2 | 7 | 0 | -5 | -9 | 0 | -4
CC(C)CC(=O)Nc1nnc(SCC(=O)NC2CCCC2)s1 | -2.6 | / | -6 | 3 | / | 3 | -4 | -8 | -16 | -1 | -5
Cc1cnc(C(=O)Nc2ccccc2F)cn1 | 5.4 | 2 | 6 | -10 | -77 | -161 | -7 | -170 | 15 | -75 | -31
CCN(CC)C(=O)CN(c1ccc(F)c(Cl)c1)S(C)(=O)=O | -1.1 | 6 | -6 | 9 | 7 | 12 | -6 | 5 | -9 | 15 | 3
CCn1nnnc1NC(=O)c1cc(Cl)c(OC)c(Cl)c1 | -0.2 | -1 | 8 | 1 | -3 | -3 | 5 | 4 | 22 | 0 | 14
CCOc1cc(C2C3=C(CC(C)(C)CC3=O)N(CCCOC)C3=C2C(=O)CC(C)(C)C3)ccc1OC | 1.4 | 0 | 0 | 8 | 5 | 19 | 3 | 10 | -7 | -2 | -5
C=CCOc1c(Cl)cc(CNc2ccc(N(C)C)cc2)cc1OC | -4.0 | -24 | -28 | 27 | 26 | -80 | 13 | 13 | 15 | -44 | -7
CCNC(=O)NC(=O)C(C)Oc1ccc(Br)cc1Br (centres undefined) | -2.0 | 2 | 1 | 7 | -43 | -171 | -29 | -148 | -2 | -37 | -47
COC(=O)c1cc(Br)c(=O)n(CCN2CCCCC2)c1 | 4.2 | 1 | -11 | 7 | 2 | 30 | 1 | 3 | -6 | -6 | -5
O=c1[nH]c(=O)c2cc([N+](=O)[O-])cc([N+](=O)[O-])c2[nH]1 | 1.1 | 9 | 0 | -29 | 2 | 21 | 24 | 20 | -2 | -14 | 7
COc1ccc(Cl)cc1NS(=O)(=O)c1cccc(C(=O)NC2CCC(O)CC2)c1 (centres undefined) | 0.8 | 0 | -14 | 0 | -11 | 15 | 1 | 18 | 2 | -37 | -5
O=C(Cc1ccccc1[N+](=O)[O-])NCc1ccc2c(c1)OCO2 | 2.9 | -3 | 4 | 8 | -28 | -175 | -13 | -160 | 8 | -103 | -78
O=C(OCCCN=C1NS(=O)(=O)c2ccccc21)c1ccccc1 | -0.5 | -2 | 0 | 22 | 12 | 9 | 6 | 17 | -8 | -20 | 7
FC(F)(F)c1cccc(Oc2nc(-c3ccccc3)nnc2C(F)(F)F)c1 | -1.9 | 0 | -3 | -3 | 0 | 7 | 3 | 6 | -3 | -14 | -2

Screens (PubChem)

Only part of the results is shown, so the mix of outcomes need not match the whole.
